Screening results: PubChem, Columbia University Molecular Screening Center
Htt clearance: compounds clearing mutant huntingtin protein; HeLa Exon1htt(103Q)mCFP, aggregate imaging; zero = plate's median compound well; inhibition, % at 1.5 µM; 47,000 compounds, 0.42% hits;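 active means inhibition of aggregate fluorescence above about 70%, also judged a hit by eye on the cell image, limit read from the data, passing the limit was not always enough; inconclusive means no rule stated for this call; inactive means not judged a hit on image review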;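 further: cells exposed to compound for three days before fixation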
Htt clearance grain fraction: second read-out of Htt clearance, no call of its own (marks repeat the call); fraction fluorescence in grains; measured here: aggregate grain fluorescence fraction; stronger effect = lower value;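 scaled fraction of total cell fluorescence in grains with unit not stated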
Starred values were filed as active, the others as inactive; ? = inconclusive; . = no result given. Only part of the results is shown, so the mix of outcomes need not match the whole.

compound | Htt clearance | Htt clearance grain fraction
NC(CC(=O)OC1CCCCC1)C(=O)OC1CCCCC1 (centres undefined) | -86 | 57
Cc1n[nH]c(C)c1N1C(=O)c2cccc3c(Br)ccc(c23)C1=O | -28 | 25
Cc1ccc(-c2nnc3c4ccccc4c(C)nn23)cc1NC(=O)c1ccco1 | 11 | 16
O=C(CCCc1cccs1)Nc1nc2c(s1)CCCC2 | 0 | 19
CCOc1ccc(CCNC(=O)C2CCCN(S(=O)(=O)c3c(C)n[nH]c3C)C2)cc1OCC (centres undefined) | 29 | 20
CN1CCN(C(=O)c2ccccc2NC(=O)c2cccs2)CC1 | 25 | 15
CC1CCOC2(O1)C(=O)N(CN1CCN(c3cccc(Cl)c3)CC1)c1ccccc12 (centres undefined) | 37 | 27
CC(C)COC(=O)Nc1nnc(SCc2ccccc2F)s1 | -1 | 31
CSCCC(NC(=O)c1ccccc1)C(=O)NC1CC1 (centres undefined) | 38 | 11
C/C(=N\O)c1ccc2c3c([nH]c2c1)CCCC3 | -23 | 48
O=c1c(O)c(-c2ccc3c(c2)OCO3)oc2ccccc12 | 13 | 35
Cc1ccc(C(=O)CSc2nc3ccccc3c(=O)[nH]2)cc1 | 3 | 18
CC(=O)C1=C(C)NC(C)=C(C(C)=O)C1c1cn(-c2ccccc2)nc1-c1cccs1 | -11 | 21
Cc1ccc(Nc2nc(Nc3ccc(C)cc3)nc(SC3=NCCS3)n2)cc1 | 44 | 13
CCCCC(=O)NC(Nc1ccc(C)cn1)(C(=O)OCC)C(F)(F)F (centres undefined) | -22 | 43
COc1ccc(C(c2nnnn2C2CCCCC2)N2CCN(c3ccccc3F)CC2)cc1 (centres undefined) | -18 | 21
CC(=O)Nc1ccc(S(=O)(=O)Nc2nc3ccccc3nc2Sc2nncn2C)cc1 | 4 | 39
CCN(CC)c1ccc(C2C(C(=O)OC)=C(C)NC(C)=C2C(=O)OC)cc1 | 10 | 35
COc1ccc(-c2nnc(CSc3nnc(-c4ccncc4)n3C3CCCCC3)o2)cc1OC | -46 | 59
Cn1c(=O)oc2cc(S(=O)(=O)NCCC(=O)N3CCc4ccccc43)ccc21 | 1 | 36
CC1=CC(C)(C)Nc2ccc(OC(=O)C(Cc3ccccc3)N3C(=O)c4ccccc4C3=O)cc21 (centres undefined) | 9 | 37
O=C(NCCCN1CCOCC1)c1cc2ccccc2oc1=O | -22 | 47
CC(C)(NO)/C(=N/O)c1ccc(Br)cc1 | -17 | 24
COc1ccc(NC(=O)c2ccccc2SC)cc1OC | -35 | 31
O=C(NC1CCCCCC1)C1C2C=CC3(CN(Cc4cccnc4)C(=O)C13)O2 (centres undefined) | 39 | 22
Clc1ccc2nc(C3CCN(Cc4nnnn4C4CCCCC4)CC3)[nH]c2c1 | 3 | 17
O=C(Nc1ccc(Cl)c(Cl)c1)OCc1cncs1 | 5 | 36
CCCCOc1ccccc1C1NC(=O)NC(C)=C1C(=O)OCc1ccco1 (centres undefined) | -28 | 43
CCN(CC)C(=O)Cn1nc(C)c2ccccc2c1=O | 31 | 19
CCOC(=O)CCCCC(=O)c1[nH]c(=O)[nH]c1CSCCO | 32 | 13
COc1ccc(Cl)c(NC(=O)Cn2nnc(-c3ccccc3N)n2)c1 | 21 | 29
COc1cc(OC)c(NC(=O)c2ccco2)cc1Cl | 4 | 16
Cc1cc(=O)oc2ccc(OCC(=O)N3CCc4ccccc43)cc12 | 20 | 27
Cc1ccc(-c2nc(-c3cccnc3)no2)c(C)c1 | -37 | 29
CC1Cc2ccccc2N1C(=O)c1ccc2c(c1)nnn2C (centres undefined) | -46 | 25
CN(C)c1[nH]c(=O)c(C#N)c2c1CCN2Cc1ccccc1 | 14 | 36
Cc1cc(C(=O)NCc2ccccc2F)cs1 | 21 | 16
O=c1c2ccccc2nc2n1CCCS2 | 4 | 36
CCOC(=O)c1ccccc1NC(=O)CSc1nc(N)cc(N)n1 | -6 | 19
CCCn1nnnc1SCC(=O)Nc1ccc(F)cc1 | -18 | 35
Cc1oc(C(=O)O)cc1CSCc1cc(C(=O)O)c(C)o1 | 8 | 18
CC(C)(C)NS(=O)(=O)c1ccc(CCC(=O)O)cc1 | -54 | 31
Cc1ccc(Nc2nc(CSc3nnnn3C)cs2)cc1 | 21 | 15
C=CCSc1nnc2nc3c(nn12)c1cc(C)ccc1n3CC=C | 22 | 14
COc1ccc(N=C2S/C(=C\c3cc(C)n(C)c3C)C(=O)N2C)cc1 | -23 | 46
CCCCC1CCC(C(=O)Nc2c(C)n(C)n(-c3ccccc3)c2=O)CC1 (centres undefined) | -2 | 20
Cc1ccc(C2C(C#N)=C(N)SC(N)=C2C#N)cc1 | 5 | 34
COc1ccc(CCn2c(C)cc(C(=O)CSc3nnnn3C)c2C)cc1 | 39 | 12
CCS(=O)(=O)Nc1ccc(C(=O)CC2(O)C(=O)Nc3ccc(Br)cc32)cc1 (centres undefined) | 16 | 34
O=C(/C=N/O)Nc1ccccc1C(=O)O | -60 | 33
O=S1(=O)C=C(SCc2ccccc2)Nc2ccccc21 | 20 | 31
COC(=O)c1ccc(OC(=O)c2ccco2)cc1 | 24 | 15
COc1ccccc1OCCn1c(C(C)O)nc2ccccc21 (centres undefined) | 4 | 33
CCOc1ccc(-c2nnc3sc(-c4ccccc4OC)nn23)cc1 | -7 | 20
CCCCSc1nnc([C@@H]2CCCN2C(=O)OC(C)(C)C)o1 | -41 | 29
O=C(NCc1ccccc1)c1ccc(OC2CSC2)cc1 | -14 | 23
CCc1cc2c(=O)c(-c3ccc4c(c3)OCCO4)coc2cc1OC(=O)c1ccco1 | 43 | 11
CCOC(=O)CSC1=Nc2ccccc2C2=NC(CC(=O)NCc3ccccc3)C(=O)N12 (centres undefined) | 25 | 30
Cc1cc(S(=O)(=O)NCC(C)C)ccc1OCC(=O)N1CCOCC1 | 6 | 19
Cc1nc2nc(-c3ccccc3)nn2c(C)c1Cl | 58 | 6.9

The results go on.
compound | Htt clearance | Htt clearance grain fraction
COc1ccc(-c2nnc(SCC(=O)Nc3cccc(Cl)c3)o2)cc1 | -13 | 20
O=C(Nc1ccc(NC(=O)C2CC2)cn1)c1ccccc1Cl | 0 | 18
CCCCN(CCCC)CCn1cnc2c([nH]c3ccc(OC)cc32)c1=O | -146 | 76
CCOC(=O)c1cnc(SCC(=O)Nc2ccccc2C(=O)OC)nc1N | -17 | 20
O=C(CN1CCN(c2ncccn2)CC1)N1CCCc2c1c(=O)oc1ccc(O)cc21 | 21 | 14
O=C(CSc1ccc2nnc(-c3ccccc3)n2n1)NCc1ccc2c(c1)OCO2 | -8 | 51
Cc1cc(C(=O)CSc2nnnn2C)c(C)n1CCc1ccc(Cl)cc1 | -7 | 37
O=C1c2ccccc2C(O)N1c1ccc(Cl)cc1 (centres undefined) | 32 | 33
O=C(NCCc1cn2ccccc2n1)c1ccccc1F | -14 | 22
Cc1c(NS(=O)(=O)c2ccc3c(c2)OCCO3)cccc1-c1nc2cccnc2s1 | 0 | 41
Cc1cccc(NC(=O)NCC(F)(F)F)n1 | -42 | 54
O=C1c2ccccc2C(=O)N1c1nc2nccc(-c3ccccc3)n2n1 | 19 | 15
COCCN(C(=O)c1ccco1)c1nnc(-c2ccc(OC)cc2)s1 | -3 | 40
CCOP(=O)(c1ccccc1Cl)C1(O)CCCCC1 (centres undefined) | -18 | 25
O=C(Cc1ccccc1)Nc1ccc2oc(-c3cccnc3)nc2c1 | 21 | 16

Full records as entered above. Values in the order: Htt clearance, Htt clearance grain fraction
O=C(CN1CCN(c2ncccn2)CC1)N1CCCc2c1c(=O)oc1ccc(O)cc21 across the screens: 21, 14
O=C1c2ccccc2C(=O)N1c1nc2nccc(-c3ccccc3)n2n1 across the screens: 19, 15
CCOP(=O)(c1ccccc1Cl)C1(O)CCCCC1 (centres undefined) across the screens: -18, 25
O=C1c2ccccc2C(O)N1c1ccc(Cl)cc1 (centres undefined) across the screens: 32, 33

(listing goes on)
compound | Htt clearance | Htt clearance grain fraction
CC1CCCCC1NC(=O)CN(C)S(=O)(=O)c1cccc2nsnc12 (centres undefined) | -16 | 39
Cc1ccc(C(=O)CSc2nc(N)cc(=O)[nH]2)cc1 | 10 | 34
Cc1cnc(C(=O)OCC(=O)N2CCN(C(=O)c3ccco3)CC2)cn1 | -2 | 29
Cn1c(=O)c2cn3ncccc3c2n(C)c1=O | -9 | 21
Cc1cc(N2CCc3ccccc32)n2ncnc2n1 | -8 | 18
COc1ccc(CCNC2CC(=O)N(C)C2=O)cc1OC (centres undefined) | -36 | 42
COc1ccccc1NC(=O)N1CCCC1C(=O)Nc1ccc2c(c1)OCO2 (centres undefined) | 40 | 11
COc1ccc(S(=O)(=O)O/N=C2\CCSc3ccc(C)cc32)cc1 | -11 | 43
CC(C)Cc1nnc(NC(=O)c2ccc([N+](=O)[O-])cc2)s1 | 26 | 23
CC1=CC=CN2CC(O)CN=C12 (centres undefined) | 32 | 25
O=S(=O)(Nc1cccnc1)c1ccc(Cl)c(C(F)(F)F)c1 | -7 | 21
Cc1cc(C)cc(-n2nnc(C(=O)NCc3ccccc3Cl)c2N)c1 | -22 | 42
CCC(C)c1cc(S(=O)(=O)N2CCOCC2)ccc1OC (centres undefined) | -75 | 35
Fc1ccc(CSc2nnc(-c3cccnc3)n2Cc2ccco2)cc1 | -34 | 58
COc1cc(NC(=O)NC(C)(C(F)(F)F)C(F)(F)F)cc(OC)c1OC | -38 | 53
Cc1cccn2c(=O)c(/C=N/O)c(N3CCCC3)nc12 | 42 | 23
Cc1cc(NC(=O)CSCc2nc(-c3cccc(F)c3)oc2C)no1 | 33 | 22
Cc1nn(C)cc1C(C(=O)NC1CCCCC1)N(C(=O)Cn1nnc2ccccc21)c1ccc(F)cc1 (centres undefined) | 13 | 28
CCCOC(=O)C1[C@H]2C(=O)N(CCCOC)C[C@]23C=C[C@H]1O3 (some centres undefined) | 26 | 14
O=C(NCc1ccco1)C1CN(S(=O)(=O)c2ccccc2)CCN1S(=O)(=O)c1ccccc1 (centres undefined) | 43 | 12
COc1ccc(CCN2CC(C#N)=C3c4cc(OC)c(OC)cc4CCN3C2)cc1OC | -1 | 37
CCCCCCNC(=O)c1c(O)c2cccc3c2n(c1=O)CCC3 | -64 | 52
CCC(=O)Nc1ccc2c(c1)ncn2-c1ccccc1 | -14 | 46
CCN1C(=O)CC(C(=O)Nc2ccc(F)cc2)SC1=Nc1cccc(OC)c1 (centres undefined) | -24 | 48
Cc1ccc(SCc2cc(=O)n3[nH]cnc3n2)cc1 | 48 | 8.9
COc1ccc(N2CCC(CNC(=O)Nc3ccccc3)C2)cc1 (centres undefined) | -6 | 22
CCOC(=O)C1CCCN(Cc2nc(N)nc(Nc3ccc(Cl)cc3)n2)C1 (centres undefined) | -6 | 20
COc1cccc(Nc2ncnc3c2cnn3-c2cccc(C)c2)c1 | 30 | 21
CCCCCCCC(=O)OC(CN1CCCCC1)CN1CCCC1=O (centres undefined) | 10 | 20
CCOc1ccc(OCCSc2nc3ccccc3c(=O)[nH]2)cc1 | 14 | 17
CCC1Oc2ccc(C)cc2N(CC(=O)NCCN2CCCCCC2)C1=O (centres undefined) | 9 | 31
Cc1cc(C)cc(OC(=O)N2CCOCC2)c1 | -18 | 23
O=C(NCCc1ccccc1F)[C@@H]1CSC2c3ccccc3C(=O)N21 (some centres undefined) | 1 | 18
CCCCOc1ccc(C(=O)Nc2cccc(C)n2)cc1 | -36 | 53
Cc1ccc(NC(=O)c2ccc(S(=O)(=O)N3CCCC3)cc2)cc1 | 30 | 13
Cc1ccc(OCc2nc(-c3ccccn3)n[nH]2)cc1 | 39 | 12
COC(=O)c1ccccc1NC(=O)Nc1ccc(C(=O)N2CCCC2)cc1 | 18 | 15
COCC(C)n1c(C)cc(C(=O)CN2C(=O)NC3(CCCCC3C)C2=O)c1C (centres undefined) | -29 | 25
CCc1ccc(NC(=O)CCc2nc3cccnc3n2Cc2ccc(OC)cc2)cc1 | -10 | 23
COc1cccc(C(=O)NC(C)C(c2cccs2)N2CCOCC2)c1 (centres undefined) | 18 | 39
CCCCOC(=O)c1ccc(NC(=O)CSc2nncn2C)cc1 | 35 | 23
CCOC(=O)c1sc(=S)n(CC)c1NC(=O)CC | 10 | 18
CC1=C(C#N)C(c2ccoc2)C(C(=O)OCc2ccccc2)=C(N)S1 (centres undefined) | 61 | 7.5
CCn1c(SCc2cccc(C(=O)O)c2)nnc1-c1ccccc1 | -33 | 51
COCC(C)NC(=O)c1ccccc1OC(C)=O (centres undefined) | ? | .

Quoted from the listing.
In Htt clearance grain fraction, CCn1c(SCc2cccc(C(=O)O)c2)nnc1-c1ccccc1 shows 51
In Htt clearance, O=C(NCCc1ccccc1F)[C@@H]1CSC2c3ccccc3C(=O)N21 (some centres undefined) shows 1

(more compounds)
compound | Htt clearance | Htt clearance grain fraction
N#CCCn1c2ccccc2c2nc3ccccc3nc21 | 4 | 36
CCC(=O)N1CCN(c2nc(-c3ccc(Cl)cc3)cs2)CC1 | 47 | 9.6
c1ccc(-n2ncc3c(N4CCN(c5ccccn5)CC4)nc(N4CCCCCC4)nc32)cc1 | -5 | 36
OCCNc1nc(N2CCCC2)nc(N2CCCC2)n1 | -4 | 20
COc1ccccc1OCC(=O)Nc1ccc(S(=O)(=O)Nc2cc(C)nc(C)n2)cc1 | 4 | 32
Cc1ccc(-c2nnc3ccc(SCC(=O)Nc4cc(C)on4)nn23)cc1 | 9 | 33
O=C(O)c1ccc(COCC(F)(F)C(F)F)o1 | -20 | 43
COc1ccccc1NC(=O)CN1CCC(n2nnc3cc(F)ccc32)CC1 | 15 | 31
Cc1cc(Nc2ccccc2)nn1C(=O)c1ccccc1 | -24 | 37
CC1Oc2ccccc2N(CC(=O)N2CCc3ccccc32)C1=O (centres undefined) | -8 | 20
O=C(NCC1CCCCC1)C1CCN(C(=O)NC2CCCCC2)CC1 | -14 | 45
O=C(NCCN1CCN(c2ccccc2)CC1)c1cccc(Br)c1 | 28 | 15
CCN(CCCNC(=O)CCn1c(=O)[nH]c2ccccc2c1=O)c1cccc(C)c1 | -2 | 34
